# WRN helicase inh: blocks human WRN helicase. Q14191. Potency, µM (doses to about 114 µM), without a hit: at the top dose activity change, negative = inhibition, most hits filed as inhibitors. 0.46% of 360,000 active. WRN helicase unwinding, fluorescent forked duplex, kinetic; further: potency means the concentration at half of the fitted maximal effect; on the % scale 0 is the no-effect control and ±100 the full control effect; nearly all actives have a fitted effect of over 55% in size
#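 Enzyme (20 nM final) and test compound sit together 15 min at room temperature before substrate addition. Substrate is a single-forked duplex oligonucleotide (100 nM) labelled with fluorophore and quencher, with 2 mM ATP; helicase unwinding raises red fluorescence, read kinetically.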
# EPAC1 ag: activates human EPAC1 exchange factor | AID 720707 | O95398 | EPAC1 agonist qHTS, biochemical assay; response scale: 100% = response to 6.5 mM cAMP | 0.073% of 360,000 active | Potency, µM (top dose mostly 154 µM), for inactives: at the highest dose activation, usual class: activators; further: potency means the concentration at half of the fitted maximal effect; nearly all actives have a fitted effect of over 60% in size
#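 Nucleotide exchange assay: 100 nM EPAC1 with 250 nM Rap1B loaded with BODIPY-GDP and 50 uM GDP, room temperature. Fluorescence (480/540 nm) read every 5 min for 30 min; signal change normalized to 6.5 mM cAMP as full agonist.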
# EPAC2 agonist: activates human EPAC2 exchange factor; 0.079% of 360,000 active; Potency, µM (highest dose often 154 µM), for inactives: top-dose activation, actives largely listed as activators; EPAC2 activation, biochemical qHTS; response scale: 100% = 6.5 mM cAMP response; Q8WZA2; AID 720711; further: potency means the concentration at half of the fitted maximal effect; nearly all actives have a fitted effect of over 50% in size
# Target sequence (Q8WZA2 whole entry, looked up): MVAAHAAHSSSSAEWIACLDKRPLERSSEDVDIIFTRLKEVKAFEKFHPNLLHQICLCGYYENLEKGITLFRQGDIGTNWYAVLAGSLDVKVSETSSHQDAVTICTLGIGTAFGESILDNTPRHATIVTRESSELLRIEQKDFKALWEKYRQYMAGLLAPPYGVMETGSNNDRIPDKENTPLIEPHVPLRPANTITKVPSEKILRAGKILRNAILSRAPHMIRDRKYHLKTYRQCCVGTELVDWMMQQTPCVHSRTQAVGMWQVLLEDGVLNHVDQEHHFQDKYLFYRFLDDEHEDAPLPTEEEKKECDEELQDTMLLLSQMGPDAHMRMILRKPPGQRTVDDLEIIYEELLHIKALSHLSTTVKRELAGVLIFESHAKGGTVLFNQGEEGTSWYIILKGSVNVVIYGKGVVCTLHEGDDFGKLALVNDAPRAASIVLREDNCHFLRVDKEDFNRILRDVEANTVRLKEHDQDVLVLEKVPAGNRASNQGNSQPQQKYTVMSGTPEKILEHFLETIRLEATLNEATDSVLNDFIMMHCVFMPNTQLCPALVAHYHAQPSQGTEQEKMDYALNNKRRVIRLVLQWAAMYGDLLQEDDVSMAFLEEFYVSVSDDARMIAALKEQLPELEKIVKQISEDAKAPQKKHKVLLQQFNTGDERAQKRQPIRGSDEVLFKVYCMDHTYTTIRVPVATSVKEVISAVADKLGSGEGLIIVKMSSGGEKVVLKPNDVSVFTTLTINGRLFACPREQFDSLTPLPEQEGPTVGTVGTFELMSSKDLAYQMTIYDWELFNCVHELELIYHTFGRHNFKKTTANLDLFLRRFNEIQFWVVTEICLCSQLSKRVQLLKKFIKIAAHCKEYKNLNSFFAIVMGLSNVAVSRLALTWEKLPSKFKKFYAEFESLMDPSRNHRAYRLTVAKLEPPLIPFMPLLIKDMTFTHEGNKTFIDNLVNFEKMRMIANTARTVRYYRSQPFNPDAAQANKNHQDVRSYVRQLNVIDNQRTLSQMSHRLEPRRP
#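 Each well held 100 nM EPAC2, 250 nM RAP1B-BODIPY-GDP and 50 uM GDP. Fluorescence, read at 5-min intervals to 30 min, was referenced to a 6.5 mM cAMP positive control.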
# CCT chaperon mod: cytosolic chaperonin activity modulation; 0.3% of 360,000 active; purified chaperonin ATPase assay, HTRF ADP detection, 30 min; activity change, % (no concentration beside the values), hits read low; in the data active means activity change below about -30%; further: on the % scale 0 is the no-effect control and ±100 the full control effect
#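 First, chaperonin was dispensed at 40 nM or 20 nM final depending on batch activity. Next, compounds were pinned at 76 uM and ATP added at 10 uM. After 30 min at 37 °C, ADP detection reagents ran 30 min at ambient temperature.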
# IL-2 act: activates IL-2 in a cell-based reporter assay. 0.065% of 360,000 active. activation, % (series mostly up to about 46 µM). IL-2 activation reporter assay, cell-based qHTS; stimulated with anti-CD3/CD4/CD28 beads; in transgenic mouse T cells; in the data active means activation above about 50%; inconclusive means mostly about 30% to 49%; further: 0% is about no effect
#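 Readout is EGFP and DsRed signal by fluorescent plate cytometry after 18 h at 37 degrees C. Transgenic mouse T cells (750/well) received compound for 60 min before bead stimulation (anti-CD3, anti-CD4, anti-CD28); memory T cells served as non-tolerant control.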
# PI5P4K alpha inh: PI5P4K alpha (human) kinase inhibition. PI5P4Kalpha enzyme, ADP-Glo luminescence, 60 min; hits give low values. AID 652105. 1.2% of 330,000 active. max response, %. P48426; active means max response of -50% or lower; inconclusive means between -30% and -50%; inactive means -30% or higher; further: value at the top dose of about 77 µM; on the % scale 0 is the no-effect control and ±100 the full control effect
#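 Controls without substrate or without enzyme flank wells where PI5P4Kalpha converts substrate using 5 microM ATP (final). Incubation lasts 60 minutes at room temperature; ADP formed is read by ADP-Glo luminescence.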
# EPAC1 antag: blocks human EPAC1 exchange factor; O95398; EPAC1 GEF assay, Rap1b-BODIPY-GDP exchange fluorescence; Potency, µM (highest dose often 115 µM), inactives show at the top dose activity change, negative = inhibition, most hits filed as inhibitors; 0.14% of 360,000 active;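 further: potency means the concentration at half of the fitted maximal effect; plate controls were vehicle for no effect and positive control for full effect; nearly all actives have a fitted effect of over 50% in size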
# PLK1 PBD inh: blocks phosphopeptide binding to human PLK1 polo-box domain | Potency, µM, for inactives: max response, negative = inhibition, hits mostly inhibitors | 2.8% of 360,000 active | Plk1 PBD binding of FITC phosphopeptide, fluorescence polarization | AID 720504; further: potency means the concentration at half of the fitted maximal effect; series mostly up to about 57 µM; on the % scale 0 is the no-effect control and ±100 the full control effect; nearly all actives have a fitted effect of over 65% in size
# Starred values were filed as active, the others as inactive; u = inconclusive; x = not tested or not shown; [ ] = remark or other dose. Unless noted, the call rests on the fitted dose curve; in most records, active means well fitted curve in the direction sought with a large enough effect; inconclusive means small, poorly fitted or top-dose-only effect, or another doubt; inactive means no such curve, though single readings can be large; an effect the other way counts as inactive or inconclusive.
1	COc1ccc(OC)c(-c2nnc3n2N=C(c2ccc(OC(F)F)c(OCC4CC4)c2)CS3)c1
2	COc1ccc(C2C3=C(CC(C)(C)CC3=O)Nc3n[nH]c(C)c32)cc1 (configuration not stated)
3	Cc1ccc(Cl)c(OCC(O)CN(CCO)CCO)c1 (configuration not stated)
4	CCCCn1c(N)c(N(CCOC)C(=O)C2CCCN(C(=O)c3ccc(Cl)cc3)C2)c(=O)[nH]c1=O (configuration not stated)
5	CCOc1cc(N2CCOCC2)c(OCC)cc1NC(=O)COC(=O)COc1cc(C)cc(C)c1
6	O=C(Nc1ccc(N2CCOCC2)cc1N1CCOCC1)c1ccc(F)cc1
7	COc1cc(O)c(C(CCN2CCOCC2)c2ccc(N(C)C)cc2)c(OC)c1 (configuration not stated)
8	O=C(N/N=C/c1ccc(OC(F)F)cc1)c1ccc(Br)cc1

screen / no.	1	2	3	4	5	6	7	8
WRN helicase inh	x	9%	-3%	-2%	-11%	-25%	8%	-6%
EPAC1 ag	-28%	-15%	-3%	8%	-4%	5%	-20%	-1%
EPAC2 agonist	12%	-1%[15.6 µM]	1%	5%	3%	-3%	-7%	3%
CCT chaperon mod	x	-4.5	0.9	0.6	0.8	-0.1	1.5	0.5
IL-2 act	-0.6	-0.2	-2.6	-3.2	-0.4	0.9	1.6	-0.7
PI5P4K alpha inh	x	-13	-3	6	-1	-4	11	-1
EPAC1 antag	-23%	5%	-14%	-12%	-9%	-14%	4%	6%
PLK1 PBD inh	x	-5%	5%	-1%	6%	-18%	4%	-11%

# Brought forward from above: 2 compounds; new compounds follow.
7	COc1cc(O)c(C(CCN2CCOCC2)c2ccc(N(C)C)cc2)c(OC)c1 (configuration not stated)
8	O=C(N/N=C/c1ccc(OC(F)F)cc1)c1ccc(Br)cc1
9	COc1ccc(-n2c(CNC(=O)COc3ccc(Cl)cc3Cl)n[nH]c2=S)cc1
10	CCOc1cc(C2C(C(=O)OC)=CN(Cc3ccc(Cl)cc3)C=C2C(=O)OC)ccc1O
11	N#CC1=C(N)N2C(=C(C#N)C1c1ccc(Br)cc1)Nc1ccccc12 (configuration not stated)
12	NC(=O)c1ccccc1NC(=O)C1CCCO1 (configuration not stated)
13	Cc1cccc(-c2noc(CSc3ccccc3)n2)c1
14	CCOC(=O)Cn1cnc2scc(-c3ccc(C)c(C)c3)c2c1=O
15	CCCc1nnc(SCC(=O)N(CC)CC)n1CC1CCCO1 (configuration not stated)
16	CCOC(=O)c1[nH]c2ccccc2c1NC(=O)CN(C)C

screen / no.	7	8	9	10	11	12	13	14	15	16
WRN helicase inh	8%	-6%	0%	-12%	-6%[11.6 µM]	-21%	0%	-6%	-4%	-16%
EPAC1 ag	-20%	-1%	-12%	-8%	-1%	6%	25%	2%	-1%	-4%
EPAC2 agonist	-7%	3%	1%	9%	1%	4%	6%	5%	8%	5%
CCT chaperon mod	1.5	0.5	-5.2	-0.3	-7.1	0.1	-1.9	2.9	1.0	-1.6
IL-2 act	1.6	-0.7	-0.4	-1.8	-1.9	-1.1	0.8	-4.4	-2.3	-0.8
PI5P4K alpha inh	11	-1	8	-23	-25	-4	10	-1	3	-8
EPAC1 antag	4%	6%	10%	-20%	-7%	-9%	-8%	-13%	15%	-2%
PLK1 PBD inh	4%	-11%	2%	-20%	27µM*	-9%	-12%	-1%	-3%	-2%

17	CCOC(=O)CN(C(=O)CSc1nnc(CNc2ccc(F)cc2)n1C)c1ccccc1
18	O=C(CCC(=O)c1ccc(F)cc1)OCc1nnc(-c2ccc([N+](=O)[O-])cc2)o1
19	Cc1ccc2nc(SCC(=O)N3CCN(c4ccccc4)CC3)[nH]c2c1
20	Cc1cccc(NC(=O)CN(C)C(=O)/C=C/c2ccccc2)c1C
21	CC(=O)Nc1ccc(N2C(=O)c3ccc(S(=O)(=O)c4ccc(C(=O)O)cc4)cc3C2=O)cc1
22	Cc1cc(C)n(CCCNC(=O)CN(C)S(=O)(=O)c2ccc(Cl)cc2)n1
23	C=CCNC(=O)CC1C(=O)NCCN1Cc1c(F)cccc1Cl (configuration not stated)
24	Cc1cccc(-n2c(SCC(=O)N(C)C3CCS(=O)(=O)C3)nc3ccccc3c2=O)c1C (configuration not stated)

screen / no.	17	18	19	20	21	22	23	24
WRN helicase inh	2%	-15%	-7%	-24%	u	5%	1%	-1%
EPAC1 ag	-6%	6%	10%	-5%	8%	-4%	-10%	5%
EPAC2 agonist	8%	5%	18%	0%	-3%	9%	-1%	-2%
CCT chaperon mod	-2.1	-0.4	0.2	-0.6	-1.3	-4.2	-3.9	-2.6
IL-2 act	-3.9	-0.3	-3.1	0.9	-2.5	-4.7	1.3	-3.1
PI5P4K alpha inh	-4	-13	1	10	-2	6	-3	-4
EPAC1 antag	-1%	2%	-4%	-20%	5%	6%	-3%	10%
PLK1 PBD inh	-14%	-8%	0%	-7%	-6%	-11%	-15%	-3%

25	COc1ccc2[nH]c3c(c2c1)CCC/C3=N\N
26	c1ccc2sc(NC3=NCN(C4CCCCCC4)CN3)nc2c1
27	O=C(Cc1ccccc1F)Nc1ccc(SC(F)F)cc1
28	O=C(CSc1ccc(F)cc1)NNC(=O)c1ccccc1Br
29	CCOC(=O)CSc1ccc2nnc(-c3ccncc3)n2n1
30	O=C(Nc1nonc1NC(=O)c1cccs1)c1cccs1
31	Cc1cccc(N2CCN(C(=O)COc3cc4oc(=O)cc(C)c4cc3Cl)CC2)c1C
32	Cc1cc2nc(C(C)(C)C)cc(N)n2n1

screen / no.	25	26	27	28	29	30	31	32
WRN helicase inh	1%	-1%	-5%	-26%	0%	-8%	-2%	-7%
EPAC1 ag	-1%	0%	-14%	-1%	-12%	-3%	-11%	9%
EPAC2 agonist	13%	-3%	-1%	5%	5%	-3%	-3%	1%
CCT chaperon mod	-1.0	-6.1	0.6	-6.1	-3.1	-1.9	-1.4	-3.8
IL-2 act	-0.9	-1.5	-2.7	-1.4	-1.6	2.7	-2.5	-2.8
PI5P4K alpha inh	2	x	5	2	6	2	1	9
EPAC1 antag	-8%	u	-22%	-11%	5%	10%	-21%	8%
PLK1 PBD inh	-22%	-1%	-17%	-8%	-6%	-8%	-2%	-6%

# 4 records picked at random from the list so far:
26	c1ccc2sc(NC3=NCN(C4CCCCCC4)CN3)nc2c1
30	O=C(Nc1nonc1NC(=O)c1cccs1)c1cccs1
28	O=C(CSc1ccc(F)cc1)NNC(=O)c1ccccc1Br
31	Cc1cccc(N2CCN(C(=O)COc3cc4oc(=O)cc(C)c4cc3Cl)CC2)c1C

screen / no.	26	30	28	31
WRN helicase inh	-1%	-8%	-26%	-2%
EPAC1 ag	0%	-3%	-1%	-11%
EPAC2 agonist	-3%	-3%	5%	-3%
CCT chaperon mod	-6.1	-1.9	-6.1	-1.4
IL-2 act	-1.5	2.7	-1.4	-2.5
PI5P4K alpha inh	x	2	2	1
EPAC1 antag	u	10%	-11%	-21%
PLK1 PBD inh	-1%	-8%	-8%	-2%

# The list goes on:
33	CCOc1ccc(S(=O)(=O)N(CC(=O)Nc2cccnc2)c2ccc(F)cc2)cc1
34	Cc1ccsc1/C=N/NC(=O)c1ccco1
35	O=C(Nc1cc(S(=O)(=O)N2CCOCC2)ccc1N1CCCC1)C1CC1
36	Cc1ccnc(NC(=O)CNC(=O)c2sc3ccccc3c2Cl)c1
37	O=C(c1ccc2c(=O)n(Cc3ccc(Cl)cc3)c(=S)[nH]c2c1)N1CCCC1
38	CCCCc1ccc(NS(=O)(=O)N(C)C)cc1
39	Cc1ccsc1C(=O)N(C)CC(=O)N(CC(C)C)c1c(N)n(CC(C)C)c(=O)[nH]c1=O
40	C#CCNC(=O)C1=C[C@@H](c2ccc(C#C)cc2)[C@H](CCCO)[C@@H](OCC)O1

screen / no.	33	34	35	36	37	38	39	40
WRN helicase inh	u	-2%	-3%[57.1 µM]	-14%	-3%	-6%	3%	6%
EPAC1 ag	2%	-5%	4%	-3%	0%	-5%	1%	-16%
EPAC2 agonist	5%	-3%	6%	7%	5%	-7%	0%	6%
CCT chaperon mod	-0.7	-4.2	2.6	-23	-2.6	-2.7	-1.3	-2.4
IL-2 act	-2.3	16	0.1	-0.2	-0.5	-3.4	0.2	1.8
PI5P4K alpha inh	4	0	-1	-10	0	6	0	0
EPAC1 antag	-8%	10%	-10%	4%	18%	-14%	4%	2%
PLK1 PBD inh	-8%	5%	u	-4%	-6%	-15%	-6%	-19%

41	c1ccc2c(c1)CC1(CCCCC1)n1nnnc1-2
42	CN(C)c1nc(N)c(C(=O)N=C(N)N)nc1Cl
43	CCc1noc(C)c1C(=O)NCCc1ccc(Cl)cc1
44	COc1ccc(NC(=O)c2ccccc2Cl)cc1NC(=O)CN1CCOCC1
45	COc1ccc(-c2ccc(=O)n(CC(=O)Nc3ccc4c(c3)OCCO4)n2)cc1
46	CCOC(=O)NC1Cc2ccccc2C1Sc1ccccn1 (configuration not stated)
47	CC(C)N(C)CCOC(=O)C1COc2ccccc2O1 (configuration not stated)
48	Cc1nn(C)c(C)c1C1C(C#N)=C(N)Oc2n[nH]c(C)c21 (configuration not stated)
49	CC(C)OP(=O)(c1ccc(N(C)C)cc1)C(O)c1c(Cl)cccc1Cl (configuration not stated)
50	CCCCN(C(=O)c1cnc2n(c1=O)CCS2)c1ccccc1
51	CCN(c1ccccc1)S(=O)(=O)c1ccc(C(=O)Nc2ccccc2OC)cc1

screen / no.	41	42	43	44	45	46	47	48	49	50	51
WRN helicase inh	-18%	-2%	3%	-7%	-6%	-7%	4%	-11%	1%	12%	-5%
EPAC1 ag	-4%	5%	2%	5%	-12%	0%	4%	3%	-5%	-7%	5%
EPAC2 agonist	7%	4%	4%	8%	0%	5%	6%	-5%	-1%	4%	12%
CCT chaperon mod	-1.8	-0.2	-4.3	1.2	-0.6	-1.5	-0.5	-0.9	1.0	-1.1	2.0
IL-2 act	-2.0	0.2	-0.5	-0.4	-0.8	1.3	-0.2	-0.6	-2.6	-0.5	0.2
PI5P4K alpha inh	x	1	-1	5	3	-1	-2	-1	5	4	4
EPAC1 antag	3%	-2%	-8%	0%	-25%	-2%	2%	11%	8%	22%	-5%
PLK1 PBD inh	0%	-6%	-1%	-1%	-11%	-6%	-6%	-2%	-14%	-1%	-2%

# From PubChem BioAssay

# Some of the compounds tested. The share of hits here may be higher or lower than overall.
